# RGS4 act: RGS4 potentiation or activation | HEK293 M3R/inducible RGS4, carbachol calcium flux Fluo4; stronger effect = lower value | B-score at 10 µM | hit rate 0.92% among 310,000;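 active = B-score of the integrated calcium signal more than 4 SD below the library mean, with starting fluorescence not abnormally high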;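 note: negative B-score means reduced calcium response which marks RGS4 activation or potentiation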
#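 Detection: kinetic calcium fluorescence imaging with Fluo4-AM dye, 2 µM / Material: HEK293 cells with stable M3R and inducible RGS4 / Schedule: recording 10 s baseline at 1 Hz, 100 s post-agonist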
# MrgX1 antag: human MrgX1 receptor antagonism, primary screen. Q96LB2. MRGX1-HEK293 calcium flux, Fluo-4, BAM8-22 antagonism; stronger effect = lower value. B-score at 10 µM. hit rate 1.3% among 310,000;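 active = calcium-response B-score plate-corrected more than 3 library SD below zero, starting fluorescence within 5 deviations, no agonist response on first addition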;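 note: peak minus trough fluorescence over baseline after final BAM8-22 challenge near maximal dose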
# Platelet DG rel: platelet dense granule release activity; human platelet-rich plasma, SFLLRN dense granule ATP release, luminescence; inhibition, %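 (compounds screened at 7.5 µM in platelet-rich plasma)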; AID 1663; hit rate 0.22% among 300,000;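 active = mean replicate score, as percent of positive control, at or above 50; inconclusive = mean below 50 but at least one replicate at or above 50; inactive = mean and every replicate below 50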
# HIF activator: HIF pathway transcriptional activation | U2OS HRE-luciferase reporter, luminescence; normalized: DMSO 0%, desferrioxamine 100% | activation, % at 7.5 µM (by protocol) | hit rate 0.32% among 300,000 | AID 1910;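 active = mean activation of at least 10% of the iron chelator positive control signal, with at least half of replicates also reaching 10%; inconclusive = mean and replicate majority disagree about reaching 10%; inactive = mean and most replicates under 10%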
# MrgX1 allo act: allosterically activates human MrgX1 receptor signaling | Q96LB2 | MrgX1-HEK293, Fluo-4 calcium flux, FDSS; stronger effect = higher value | B-score at 10 µM | hit rate 0.63% among 310,000;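 active = plate-corrected calcium response at least 3 library SD above typical, normal starting fluorescence, not activating the receptor alone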;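 note: compound read alongside a low EC10 to EC30 dose of BAM8-22 agonist; peak minus trough fluorescence over baseline measured at the second addition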
# SKKanGAS inh: SKKanGAS growth inhibition; inhibition, % at 7.5 µM; hit rate 1.3% among 300,000; S. pyogenes SKKanGAS, kanamycin growth, BacTiter-Glo, 6 h;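 active = mean replicate score, as percent of positive control median, at least 50; inconclusive = mean below 50 but one replicate at or above 50; inactive = mean and every replicate below 50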;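 note: strain carries kanamycin resistance gene driven by streptokinase promoter and grows in 40 µg/ml kanamycin; loss of luminescence reflects streptokinase promoter inhibition or plain growth inhibition; 0% = median of DMSO wells and 100% = positive control at its reference dose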
# TRPC6 inh: inhibitors of mouse TRPC6 channel; Q61143; HEK293-TRPC6, membrane potential dye, ACh-evoked depolarization; stronger effect = lower value; B-score at 10 µM; hit rate 1.1% among 310,000; AID 2553;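 active = B-score under library mean minus 3 SD, initial fluorescence not abnormally high, positive integrated signal ratio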;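 note: B-score derived from integrated fluorescence ratio over the kinetic read; more negative B-score means stronger inhibition of depolarization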
# Target sequence (Q61143 whole entry, looked up): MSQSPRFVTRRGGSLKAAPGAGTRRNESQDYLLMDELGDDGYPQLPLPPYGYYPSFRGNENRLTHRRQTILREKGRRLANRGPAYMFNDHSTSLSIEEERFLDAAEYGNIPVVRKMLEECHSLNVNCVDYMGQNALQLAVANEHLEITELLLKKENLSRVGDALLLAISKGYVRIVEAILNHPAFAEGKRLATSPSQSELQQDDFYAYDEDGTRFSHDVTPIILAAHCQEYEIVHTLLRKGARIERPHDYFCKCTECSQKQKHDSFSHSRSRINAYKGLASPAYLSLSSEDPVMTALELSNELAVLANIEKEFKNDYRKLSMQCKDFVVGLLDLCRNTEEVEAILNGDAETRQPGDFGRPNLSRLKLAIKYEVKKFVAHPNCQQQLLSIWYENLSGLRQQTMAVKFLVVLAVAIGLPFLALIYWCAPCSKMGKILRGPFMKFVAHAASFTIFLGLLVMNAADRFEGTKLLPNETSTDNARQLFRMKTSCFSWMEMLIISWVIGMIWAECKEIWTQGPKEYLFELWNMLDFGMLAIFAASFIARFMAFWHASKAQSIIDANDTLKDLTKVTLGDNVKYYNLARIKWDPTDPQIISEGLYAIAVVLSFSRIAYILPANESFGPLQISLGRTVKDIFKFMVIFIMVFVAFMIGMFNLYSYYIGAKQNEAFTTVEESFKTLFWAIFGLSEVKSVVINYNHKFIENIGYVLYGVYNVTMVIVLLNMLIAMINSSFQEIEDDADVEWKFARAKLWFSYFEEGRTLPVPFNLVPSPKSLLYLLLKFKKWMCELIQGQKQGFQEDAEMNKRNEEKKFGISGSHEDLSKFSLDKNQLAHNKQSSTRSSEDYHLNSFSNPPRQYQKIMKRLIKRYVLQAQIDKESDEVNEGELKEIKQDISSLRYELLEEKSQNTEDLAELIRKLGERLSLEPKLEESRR
# TRPC4 inh: blocks the mouse TRPC4 cation channel; Q9QUQ5; HEK293 TRPC4beta/mu-opioid, DAMGO-evoked Fluo4 calcium flux; stronger effect = lower value; B-score at 10 µM; hit rate 0.39% among 300,000; AID 2247;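 active = B-score over 3 SD under the library average, no early fluorescence shift, positive overall ratio signal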
#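 Material: HEK293 cells with stable TRPC4beta plus mu-opioid receptor expression / Probe or stimulus: DAMGO in two steps, submaximal then maximal / Compound: single concentration per test compound / Technique: kinetic Fluo4 fluorescence imaging of calcium influx / Read-out: per-well B score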
# RGS4 inh: inhibitors of human RGS4. P49798. HEK293 M3R/RGS4 inducible, Fluo-4 calcium flux; stronger effect = higher value; triggered by carbachol at its EC20. B-score at 10 µM. hit rate 0.45% among 310,000. AID 463165;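 active = B-score, a plate-corrected calcium signal, over three deviations above library mean, with baseline fluorescence within five deviations of library mean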;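 note: RGS4 expression induced by doxycycline in cells with stable M3 receptor; B-score is computed from the integrated fluorescence ratio over baseline after carbachol; higher B-score means a larger calcium signal and so more RGS4 inhibition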
# TRPC6 act: activates the mouse TRPC6 cation channel; Q61143; HEK293-TRPC6 membrane potential dye fluorescence; stronger effect = higher value; B-score at 10 µM; hit rate 0.13% among 310,000; AID 2550;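 active = B-score of the integrated fluorescence ratio above library mean plus 3 SD, and starting fluorescence ratio within library mean plus 5 SD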;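 note: higher score means more depolarization so channel activation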
# MrgX1 ag: activates human MrgX1 receptor signaling; Q96LB2; MrgX1-HEK293 cells, Fluo-4 calcium fluorescence, agonist mode; stronger effect = higher value; B-score at 10 µM; hit rate 0.44% among 310,000; AID 588627;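 active = calcium response B-score plate-corrected fluorescence ratio at least 3 library SD, with starting fluorescence B-score inside 5 SD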
#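 Material: HEK293 cells stably expressing human MrgX1 receptor | Quantity: 15,000 cells per well | Times: Cells plated overnight, dye loaded 0.5 h 37 °C, 0.5 h room temperature | Measured by: Kinetic Fluo-4 NW fluorescence of intracellular calcium | Control set: Positive and negative controls per plate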
# Numbers without * were called inactive; i = inactive; ? = inconclusive; · = not tested or not shown.
SMILES,RGS4 act,MrgX1 antag,Platelet DG rel,HIF activator,MrgX1 allo act,SKKanGAS inh,TRPC6 inh,TRPC4 inh,RGS4 inh,TRPC6 act,MrgX1 ag
COc1ccc(-c2nnc(N(C)C(=O)C3CCCO3)s2)cc1 (centres undefined),i,i,-10,1.2,i,-7,i,i,i,i,i
CC(=O)Nc1ccc(OCC(O)CN2CCN(Cc3ccccc3)CC2)cc1 (centres undefined),i,i,1,0.2,i,-5,i,i,i,i,i
Cc1ccccc1CNC(=O)c1cc(COc2ccc(F)cc2F)on1,i,i,1,-0.1,i,2,i,i,i,i,i
COc1cccc(Nc2ncnc3ccccc23)c1,i,i,7,2.3,i,-1,i,i,i,i,i
Cc1c(-c2ccc(O)cc2)nc2nc(-c3ccccc3)c(-c3ccccc3)nn12,i,i,2,-0.2,i,45,i,i,i,i,i
c1ccc(-c2csc(-n3cccn3)n2)cc1,i,i,1,2.5,i,-9,i,i,i,i,i
Cc1ccc2[nH]c(C)c(CC(=O)O)c2c1,i,i,5,-0.1,i,-14,i,i,i,i,i
Cc1ccc(C)c2[nH]c(=O)c(CCNC(=O)CCc3ccccc3)cc12,i,i,-3,-0.6,i,2,i,i,i,i,i
Cc1cc2oc(=O)cc(CSc3nnc(-c4cccs4)o3)c2cc1C(C)C,i,i,-2,-0.3,i,13,i,i,i,i,i
CC(C)CCNC(=O)CN(Cc1cccs1)C(=O)CCC(=O)Nc1nccs1,i,i,-1,0.2,i,-4,i,i,i,i,i
COc1ccccc1NC(=O)CS(=O)(=O)c1cn(CC(=O)N(C(C)C)C(C)C)c2ccccc12,i,i,5,0.2,i,2,i,i,i,i,i
O=C(N=C1SC2CS(=O)(=O)CC2N1c1ccc(F)c(Cl)c1)C1CC1 (centres undefined),i,i,2,0.6,i,-2,i,i,i,i,i
O=C(/C=C/c1ccccc1)N1CCN(CC(O)COc2ccccc2)CC1 (centres undefined),i,i,6,-0.2,i,2,i,i,i,i,i
Cc1cc(C)nc(NC(=O)c2ccc(Cl)c([N+](=O)[O-])c2)n1,i,i,5,-0.5,i,1,i,i,i,i,i
COc1ccc(OCC(=O)Nc2ccc(C)cc2)cc1,i,i,6,0.9,i,1,i,i,i,i,i
CCc1ccc(N2C(=O)Nc3ccc(Br)cc3C2(O)C(=O)NCCN(C)C)cc1 (centres undefined),i,i,2,0.2,i,-7,i,i,i,i,i
Cc1nn(-c2ccccc2)c(C)c1NC(=O)c1cccs1,i,i,-3,0.6,i,-16,i,i,i,i,i
Cc1ccc(C)c(OCC(=O)NCC(C)C)c1C,i,i,16,-0.3,i,2,i,i,i,i,i
COc1ccc(Nc2ncnc3c2cnn3Cc2ccccc2)cc1OC,i,i,-4,-0.2,i,-5,i,i,i,i,i
COc1ccc(CCn2c(S)nc3ccccc3c2=O)cc1,i,i,-13,-28,i,3,i,i,i,i,i
CCCN1C2CCCC1CC(NC(=S)Nc1cc(C)ccc1C)C2 (centres undefined),i,i,-2,-0.9,i,5,i,i,i,i,i
Cc1nc2sc(C(c3ccco3)N3CCC(C)CC3)c(O)n2n1 (centres undefined),i,-5.2*,-4,-0.3,i,2,i,i,i,i,i
CCCn1c(SCCC(=O)O)nc2ccccc21,i,i,2,0.6,i,-2,i,i,i,i,i
O=C(NC1CCCC1)C(c1cccs1)N(C(=O)c1ccco1)c1ccc2c(c1)OCO2 (centres undefined),i,i,1,-1.3,i,-2,i,i,i,i,i
Cc1ccc(CNc2nc(N)c([N+](=O)[O-])c(NCCO)n2)cc1,i,i,-1,-0.7,i,6,i,i,i,i,i
CC(C)Cc1nnc(NC(=O)CSc2nc(=O)cc(N)n2-c2ccccc2)s1,i,i,11,-0.1,i,7,i,i,i,i,i
N#CCN1CCN(CCC(=O)Nc2ccc(OCc3ccccc3)cc2)CC1,i,i,-1,0.6,i,3,i,i,i,i,i
CCCCNC(=O)CCn1ccc2cc(S(=O)(=O)N3CCCC3)ccc21,i,i,-12,·,i,1,i,i,i,i,i
NNC(=O)c1ccc(COc2ccccc2)cc1,i,i,10,0.0,i,-6,i,i,i,i,i
CCn1cc(S(=O)(=O)CC(=O)N2CCc3ccccc32)c2ccccc21,i,i,7,-0.2,i,-4,i,i,i,i,i
Cc1ccc(CNc2ncccc2-c2nc3cc(Cl)ccc3o2)cc1,i,i,3,0.3,i,5,i,i,i,i,i
O=C(O)C1Nc2c(cccc2C(F)(F)F)C2C=CCC12 (centres undefined),i,i,4,-1.0,i,11,i,i,i,i,i
O=C1NN=C(c2ccc(Br)cc2)CC1c1ccc(Cl)cc1 (centres undefined),i,i,1,0.5,i,·,i,i,i,i,i
C=CCOc1ccc(/C=C/C(=O)OCC(=O)N(C)CC(=O)Nc2ccc(F)cc2)cc1,i,i,-2,0.3,i,-3,i,i,i,i,i
COc1ccc(C(=O)NCCCN2CCOCC2)cc1,i,i,-6,0.3,i,-2,i,i,i,i,i
O=C(NC1CCCCCC1)C1CCN(C(=O)c2ccc(Br)cc2)CC1,i,i,-6,-0.4,i,-3,i,i,i,i,i
Cn1c(SCc2c(Cl)cccc2Cl)nc(C(F)(F)F)cc1=O,i,i,-5,-0.1,i,12,i,i,i,i,i
Cc1ccc(-n2c(C)cc(/C=c3/sc4nc5ccccc5n4c3=O)c2C)cc1,i,i,61*,-1.0,i,10,i,i,i,i,i
O=C(CSc1nnnn1Cc1ccccc1)c1ccccc1,i,i,-1,-16,i,-1,i,i,i,i,i
Cc1c(C=O)c2ccccn2c1C(=O)c1ccc(Cl)c([N+](=O)[O-])c1,i,-4.6*,-5,3.2,i,-1,i,i,i,i,i
CN(c1ccc(O)cc1)c1nc(O)c(C2=c3ccccc3=NC2=O)s1,i,i,14,3.4,i,26,i,i,i,i,i
Cc1ccc(-c2ccc(=O)n(CC(=O)Nc3ccc4c(c3)OCCO4)n2)cc1,i,i,-4,-0.8,i,4,i,i,i,i,i
Cc1cnc(C(=O)OCC(=O)NC2CCCCC2)cn1,i,i,11,0.9,i,0,i,i,i,i,i
CCOc1cc(S(=O)(=O)Nc2ccccn2)ccc1F,i,i,-12,-0.1,i,-2,i,i,i,i,i
C/C(=N\NC(=O)c1cc(C2CC2)nc2ccccc12)c1ccc(O)cc1O,i,i,5,3.7,i,5,i,i,i,i,i
CCOc1ccc2nc(NC(=O)c3cc([N+](=O)[O-])ccc3N3CCOCC3)sc2c1,i,i,2,0.3,i,50*,i,i,i,i,i
CC1CCN(C(C(=O)Nc2ccc(C(C)C)cc2)c2ccc3c(c2)OCO3)CC1 (centres undefined),i,-5.4*,-1,-0.4,i,-3,i,i,i,i,i
CCCCNc1nc2c(c(=O)n(Cc3ccccc3)c(=O)n2C)n1C,i,i,-1,-1.2,i,9,i,i,i,i,i
O=C(NCc1c(Cl)cccc1Cl)c1ccc2nnsc2c1,i,i,9,0.3,i,2,i,i,i,i,i
COc1ccc(-c2[nH]c3ccccc3c2SCCN)cc1,i,i,3,0.6,i,7,-8.7*,i,i,i,i
C=CCn1ncc(OC)c(Cl)c1=O,i,i,11,0.0,i,5,i,i,i,i,i
COc1ccccc1Cc1noc(COc2cccc(C)c2C)n1,i,i,-8,-0.1,i,-14,i,i,i,i,i
C#CCO[C@@H]1C[C@H](n2ccc(NC(=O)c3ccccc3)nc2=O)O[C@@H]1CO,i,i,9,-0.8,i,2,i,i,i,i,i
CC(=O)N1CCc2cc(Br)cc(S(=O)(=O)NCCCN3CCCC(C)C3)c21 (centres undefined),i,i,·,0.0,i,2,i,i,i,i,i
CCCCOC(=O)c1ccc(NC(=O)c2c(Cl)ccc(Cl)c2OC)cc1,i,i,17,0.0,i,8,i,i,i,i,i
O=C(CN1CCOCC1)N1CCN(c2nnc(-c3ccccc3)c3ccccc23)CC1,i,i,3,-0.6,i,3,i,i,i,i,i
CCOc1ccc(NCc2nnc(SCc3ccccc3Cl)n2-c2ccccc2)cc1,i,i,2,-0.2,i,-8,i,i,i,i,i
O=C(CSc1ncccc1-c1nc2ccccc2[nH]1)NC1CC1,i,i,0,0.7,i,-1,i,i,i,i,i
Cc1cc(O)c(NC(=O)c2cccc([N+](=O)[O-])c2)cc1C,i,i,1,2.5,i,9,i,i,i,i,i
N#Cc1c(-n2cccc2/C=N/O)sc2c1CCCC2,i,i,5,0.1,i,0,-6.6*,i,i,i,32*

# The list continues.
SMILES,RGS4 act,MrgX1 antag,Platelet DG rel,HIF activator,MrgX1 allo act,SKKanGAS inh,TRPC6 inh,TRPC4 inh,RGS4 inh,TRPC6 act,MrgX1 ag
COc1cccc(OC)c1C(=O)Nc1ccc(N2CCN(S(C)(=O)=O)CC2)cc1,i,i,1,0.0,i,-8,i,i,i,i,i
N=c1c2c(-c3ccccc3)c(-c3ccccc3)oc2ncn1Cc1ccco1,i,i,3,0.5,i,64*,i,i,i,i,i
CCOC(=O)C1(CCCc2ccccc2)CCN(C(=O)C(C)n2cncn2)CC1 (centres undefined),i,i,-11,0.1,i,-5,i,i,i,i,i
O=C(O)CC/C(=N/Nc1ccc([N+](=O)[O-])cc1)C(=O)O,i,i,-5,0.1,i,-16,i,i,i,i,i
O=C(CSc1nc(-c2ccccc2)cs1)NC(=O)NCc1ccco1,i,i,-4,-0.3,i,-16,i,i,i,i,i
CCCCNC(=S)NNc1c(Cl)cc(Cl)cc1Cl,i,i,8,-0.2,i,-2,i,i,i,i,i
Cc1ccsc1C(=O)Nc1nccs1,i,i,34,0.9,i,3,i,i,i,i,i
COc1cccc(Oc2c(C)oc3c(CN4CCCCC4)c(O)ccc3c2=O)c1,i,i,?,-0.2,i,-17,i,i,i,i,i
CC(C(=O)N1CCCCC1)n1sc2ccccc2c1=O (centres undefined),i,i,2,1.5,i,-5,i,i,i,i,i
CCOC(=O)CNC(=O)c1ccc(C#CC2(O)CCCCC2)cc1,i,i,-2,0.4,i,0,i,i,i,i,i

# Assay outcomes deposited in PubChem BioAssay by several laboratories.
